Source: PubChem
MT stabilizer = microtubule stabilizers in HeLa cells, primary screen, imaging, high-content imaging; HeLa tubulin immunostaining HCS, 24 h; share of cells brighter than vehicle mean+2SD; 200,000 compounds, 0.83% hits; % tubulin-high responders, % at 10 µM;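 active means plate Z-score above 3 for both tubulin-high and condensed-nucleus cell shares, with cell loss under 80%, at 10 µM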;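 further: anti alpha tubulin signal scored within the nucleus-defined area of each cell; some results filed as inactive read as strong as hits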
AID2073 = inhibitors of Mint1-CaV2.2 protein interaction, biochemical, HTRF (AID 2073). HTRF protein-protein interaction, Mint1-CaV2.2; higher % means a stronger effect. inhibition, % at 20 µM, or IC50 in µM where a hit was titrated. 290,000 compounds, 0.19% hits; in the data active means inhibition mostly above about 51%, no sharp cut-off; further: some results filed as inactive read as strong as hits
HIV fusion peptide = inhibitors of HIV fusion peptide binding, primary screen, biochemical, uHTS, fluorescence dequenching (AID 1986); inhibition, % at 20 µM; hits with a dose series show IC50 in µM; 290,000 compounds, 0.3% hits; cell-free peptide binding, fluorescence dequenching, 30 min; higher % means a stronger effect; in the data active means inhibition mostly above about 52%, no sharp cut-off; inactive means mostly below about 76%; further: some results filed as inactive read as strong as hits
Dynein cargo inh = inhibitors of GR-EGFP nuclear translocation, primary screen, dynein cargo transport inhibitor project, imaging, high-content, 3617.4 mouse cells | test concentration mostly 20 µM; stimulated with dexamethasone, 1 µM; hits give low values | z-score, hits read low | 220,000 compounds, 0.47% hits | AID 1381, 2008;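 active means plate z-score of nuclear minus cytoplasmic receptor signal below a set negative limit, without overly bright fluorescence or cell loss, cut at about -3.5 in these data, passing the limit was not always enough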;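 further: z-score of nuclear minus cytoplasmic ring GR-EGFP intensity difference per well; some compounds called inactive have numbers as strong as hits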
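Also added – dexamethasone, 1.0 µM final · Buffer or medium – tet-free, stripped-serum medium · Schedule – induction 48 h, compound 1 h, agonist 30 min · Detection – formaldehyde fixation, Hoechst nuclear stain, 10x automated fluorescence imaging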
bCat nuc transl = modulators of beta-catenin nuclear translocation, primary screen, imaging, HeLa cells, immunofluorescence, high-content; nuclear translocation activity, % at 5 µM; 190,000 compounds, 0.3% hits;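 active means nuclear translocation activity above 50% at 5 µM, with a well cell count of 50 or more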;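 further: per-cell ratio of nuclear to cytoplasmic median beta-catenin stain intensity; plate controls were DMSO negative control for no effect and GSK-3 inhibitor IX positive control for full effect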
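assay system = human HeLa cells, endogenous beta-catenin | times = compound treatment 24 h, 37°C, 5% CO2 | detection = Anti-beta-catenin immunofluorescence on PFA-fixed, Triton-permeabilized cells, DAPI nuclei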
Yfh1-depleted yeast = enhancers of respiration in Yfh1-depleted yeast, dose response, Friedreich's ataxia, plus single-dose screen (AID 1465); S. cerevisiae Yfh1-off respiration, WST-1 reduction, 72 h; higher fold induction means a stronger effect; fold induction at 50 µM; hits with a dose series show EC50 in µM; 220,000 compounds, 0.074% hits;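 active means fold induction of absorbance versus untreated yeast above a set limit, then at least 30% activation at any dose in follow-up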;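 further: activators that raise dye reduction in frataxin-depleted yeast; strong numbers were not always called active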
Autophagy HCS = autophagy modulators in MEF cells, primary screen, imaging, high-content, MEF GFP-LC3; MEF GFP-LC3 puncta imaging; test concentration mostly 10 µM; calls only at 10 µM (by protocol); 190,000 compounds, 0.98% hits; AID 463193, 2010;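 active means percentage of spot-positive cells more than 3 SD above its plate mean, without a fluorescence outlier flag or 80% toxicity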;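 further: spot-positive cell cutoff set from DMSO-treated cells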
Insulin prom up = insulin promoter activators in MIN6 cells, imaging, high-content screening, mouse beta cells; MIN6 insulin promoter-GFP reporter; hits give high values; z-score at 5 µM; 190,000 compounds, 0.3% hits;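 active means z-score above 3 at 5 µM with at least 500 cells counted in the well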
WT yeast gro inh = growth inhibition of WT strain, primary screen, mitochondrial fusion inhibitor project, WT and mutant strains, chemical genetic; mitochondrial fusion phenotypic screen; inhibition, % at 10 µM; 190,000 compounds, 2.1% hits; in the data active means inhibition above about 58%; tested in S. cerevisiae
WT yeast gro inh mutant strain = also measured in WT yeast gro inh; calls as there; inhibition, %; mitochondrial fusion phenotypic screen, mutant strain inhibition
Dynein cargo inh cytoplasmic EGFP = second read-out of Dynein cargo inh, no call of its own (marks repeat the call); z-score; measured here: cytoplasmic GR-EGFP intensity; hits give high values
Dynein cargo inh nuclear GR-EGFP = recorded beside Dynein cargo inh, whose call it bears; z-score; measured here: nuclear GR-EGFP intensity;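 lower value marks the stronger effect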
Dynein cargo inh cell count = also measured in Dynein cargo inh; calls as there; z-score; measured here: cell count per field
Insulin prom up cell count = second read-out of Insulin prom up, no call of its own (marks repeat the call); cell count; measured here: cytotoxicity, nuclei count;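 total cells summed across four imaged fields per well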
bCat nuc transl cell count 5 µM = recorded beside bCat nuc transl, whose call it bears; cell count; measured here: cell count, cytotoxicity flag
MT stabilizer Hoechst-high % = further read-out of MT stabilizer, marked with its call; % Hoechst-high responders; measured here: nuclear condensation Hoechst responders;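 share of cells brighter than vehicle mean plus two SD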
MT stabilizer cytotoxicity % = further read-out of MT stabilizer, marked with its call; toxicity, %; measured here: cytotoxicity by cell density;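 0% = mean cell density of plate MIN control wells and 100% = no cells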
Autophagy HCS cell loss 18 h = second read-out of Autophagy HCS, no call of its own (marks repeat the call); toxicity, %; measured here: cell loss, nuclei count;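 cell loss after 18 h compound exposure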
Numbers without * were called inactive; i = inactive; . = not tested or not shown; & = joins results of further samples.

SMILES	MT stabilizer	MT stabilizer Hoechst-high %	MT stabilizer cytotoxicity %	AID2073	HIV fusion peptide	Dynein cargo inh	Dynein cargo inh cytoplasmic EGFP	Dynein cargo inh nuclear GR-EGFP	Dynein cargo inh cell count	bCat nuc transl	bCat nuc transl cell count 5 µM	Yfh1-depleted yeast	Autophagy HCS	Autophagy HCS cell loss 18 h	Insulin prom up	Insulin prom up cell count	WT yeast gro inh	WT yeast gro inh mutant strain
Cc1ccc(N(Cc2cc3ccccc3[nH]c2=O)C(=O)c2cccs2)cc1C	.	.	.	0.9%	1.9%	-1.01	-0.182	-0.582	1.25	-0.2	1330	i	.	.	.	.	.	.
CS(=O)(=O)c1ccc(Cl)c(NC(=O)C2CC(=O)N(Cc3ccccc3)C2)c1 (stereo not drawn)	4.6	3.0	3.2	1.1%	2.0%	-0.414	-0.337	-0.0343	0.107	-3.6	1190	i	i	0.2	-0.15	1130	-11.6	-11.9
CN1CCN(c2ccc(CNS(=O)(=O)Cc3cccc(C(F)(F)F)c3)cc2)CC1	.	.	.	-5.3%	0.6%	-0.615	-0.246	-0.409	2.04	-0.3	1319	i	.	.	-1.84	1226	.	.
Cc1cc(Cl)c(OCCCNCc2ccccc2)c(Br)c1	1.8	1.7	6.5	-8.3%	0.3%	-0.718	-0.189	-0.483	0.403	-0.7	1304	i	i	-1.9	-1.74	811	-14.4	0.2
COCCn1c(SCC(=O)Nc2nnc(C)s2)nnc1-c1cc2ccccc2cc1O	5.4	4.0	10.7	-2.2%	-0.8%	-0.11	-0.154	0.21	-0.525	-1.6	811	i	i	0.0	-0.64	1187	.	.
CCCCOC(=O)C1C2C=CC3(CN(CCc4ccccc4)C(=O)C13)O2 (stereo not drawn)	3.4	2.2	4.1	-10.7%	5.3%	-0.813	-0.244	-0.415	0.309	-3.2	1172	i	.	.	-0.81	1263	-16.1	-13.1
Cc1ccc(NC(=O)c2cccc3c2-c2ccccc2C3=O)cc1C	1.7	1.1	4.1	-4.1%	-3.2%	-0.728	-0.227	-0.229	0.00626	-1.1	1139	i	i	-1.1	0.03	842	-5.9	3.4
Cc1ccccc1N1Cc2ccccc2C1	2.1	2.7	8.8	-7.1%	-0.1%	-0.287	-0.267	-0.319	0.615	1.6	447	i	i	-3.9	-0.53	1174	-23.5	-9.6
O=C1CCC(C(=O)Nc2cccc(Oc3ccccc3)c2)=NN1	2.1	1.5	13.4	-6.2%	0.7%	-0.448	-0.171	-0.353	0.511	-1.9	1138	i	i	0.2	-0.33	1358	11.5	-23.1
O=C(NCc1ccc2c(c1)OCO2)c1cccc(S(=O)(=O)N2CCOCC2)c1	1.8	2.2	6.9	-3.6%	-0.8%	-0.687	-0.24	-0.272	-0.0659	0.4	993	i	i	-3.0	-1.09	1268	10.4	15.6
Cc1cccc(N2CCN(CC(=O)Nc3ccccc3[N+](=O)[O-])CC2)c1C	2.0	1.2	4.6	-10.0%	-2.4%	-0.266	-0.22	-0.444	0.217	0.7	1347	i	i	-1.2	-0.09	1424	15.3	3.5
CCCc1c(OCCCCc2nn[nH]n2)ccc(C(C)=O)c1O	2.9	2.7	7.8	10.2%&11.9%	16.4%&4.7%	-0.0379	-0.228	0.453	0.685	-2.2	1156	i	i	39.8	-0.12	1285	-1.6&8.5	4.8&18.6
CCOC(=O)c1ccc(NC(=O)Nc2ncccc2C)cc1	2.4	4.1	8.0	28.0%	0.9%	0.907	-0.21	0.724	0.000561	0.6	1070	i	i	-4.8	-0.09	1568	1.4	7.8
CN1C(=O)C(O)(CC(=O)c2cccnc2)c2ccccc21 (stereo not drawn)	1.7	0.8	23.9	30.0%	-1.1%	0.291	-0.273	0.506	1.28	-0.5	1118	i	i	-9.3	.	.	4.4	-7.3
CN(C)N=Nc1ccc(S(N)(=O)=O)cc1	0.5	1.3	3.1	13.2%	0.6%	-0.0809	-0.203	-0.163	0.364	-2.3	1068	i	i	22.2	0.99	1416	0.2	-3.7
COC(=O)CNC(=O)C1Cc2ccccc2CN1S(=O)(=O)c1cccs1 (stereo not drawn)	.	.	.	2.4%	-1.3%	-0.569	-0.175	-0.146	0.649	0.4	1379	i	.	.	-0.7	1060	.	.
O=C(Cn1c(C(=O)N2CCN(C3CCCC3)CC2)cc2sccc21)c1ccccc1	2.5	2.4	6.1	-0.5%	2.3%	-0.525	-0.208	-0.179	0.224	-2.4	1064	i	i	-18.8	-0.9	1208	0.4	-7.8
c1ccc(Nc2cccc(Nc3ccccc3)c2)cc1	2.1	1.8	5.0	-16.8%	-3.6%	-1.06	-0.162	-0.357	1.48	-2.0	1048	i	i	6.7	0.02	1350	70.9*	35.3*
COc1ccc(CCNC(=O)CCCn2c(=O)[nH]c3cc(OC)c(OC)cc3c2=O)cc1OC	3.4	1.9	6.7	-1.1%	-0.6%	1.25	-0.279	1.07	-0.00248	3.2	426	i	i	1.7	.	.	-9.4	1.1
O=C(NNC(=S)Nc1ccc(Br)cc1Cl)c1ccco1	3.0	3.0	7.5	-12.1%	6.3%	1.6	-0.164	0.607	-0.78	-0.2	1235	.	i	12.3	0.12	1557	-3.2	-6.6
COCc1cc(C)nc2sc(C(=O)OC)c(N)c12	3.2	1.5	4.8	12.8%	-0.9%	0.461	-0.197	0.158	0.267	-1.0	1059	i	i	-13.1	-0.29	1258	-1.6	8.3
CN(C)CC(C)(C)CNC(=O)c1cc(Br)cc(Br)c1O	2.6	3.4	6.1	2.3%	-2.0%	1.74	-0.195	1.08	-1.39	-0.2	1076	i	i	-6.2	1.47	1118	-14.2	-1.0
O=C(CSc1nnc(-c2ccccc2)n1-c1ccc(Cl)cc1)N/N=C/c1ccco1	3.8	2.4	8.6	10.0%	-1.3%	-0.111	-0.242	-0.0266	0.305	-2.1	1103	i	i	-1.5	-0.16	1455	-13.8	2.6
Cc1csc(SCC(=O)NCCc2ccc(Cl)cc2)n1	4.0	2.2	2.8	-1.7%	0.4%	-0.587	-0.342	-0.639	0.883	.	.	i	i	-3.4	-0.42	1401	1.9	8.4
O=C(NNc1c(Cl)cccc1Cl)c1sccc1Cl	.	.	.	-32.0%	-0.8%	0.475	-0.266	0.128	-0.338	2.3	1296	i	.	.	-0.11	1348	.	.
Cc1nn2c(-c3cccnc3)ccnc2c1-c1ccccc1	7.8	1.5	2.6	8.9%	1.5%	-0.024	-0.235	0.00239	0.341	1.5	728	i	i	-2.1	-0.05	1328	5.0	0.9
Cc1c(C(=O)OCC(=O)Nc2c(C)n(C)n(-c3ccccc3)c2=O)oc2ccccc12	3.8	1.1	7.3	-1.6%	-1.0%	-0.714	-0.315	-0.399	0.924	0.1	1523	i	i	-4.2	.	.	-10.9	-4.9
CC1CCC(C(C)C)C(OCC(O)CN2CCOCC2)C1 (stereo not drawn)	3.6	1.9	4.5	14.4%	-2.0%	1.94	-0.141	1.1	-1.49	-1.3	1217	i	i	-5.3	-0.26	975	.	.
CCCS(=O)(=O)N1CCN(CC2CC=CCC2)CC1 (stereo not drawn)	2.6	1.7	5.9	17.0%	-2.8%	0.796	-0.368	0.484	-0.0326	-0.6	1467	i	i	-4.6	-0.12	1424	30.8	15.6
COc1cccc(-n2cnc3cccc(N)c32)c1	3.0	2.8	3.4	-6.6%	-2.7%	0.434	-0.232	0.327	0.709	-4.2	1179	i	i	-9.3	1.72	1118	-8.9	-8.5
CC(=O)NS(=O)(=O)c1ccc(NC(=O)CCc2ccccc2)cc1	4.2	2.3	13.2	2.9%	1.8%	1.41	-0.0872	1.2	-1.13	0.4	848	i	i	5.0	.	.	-4.1	-7.8
COc1ccc(C(CCN(Cc2ccc(OC)c(OC)c2)C(C)=O)c2ccccc2)cc1 (stereo not drawn)	4.3	2.7	5.3	-6.7%	-1.0%	-0.685	-0.204	-0.492	0.0368	1.9	1083	i	i	1.4	-1.12	1472	11.2	-11.5
COCCNC(=O)c1ccc2c(c1)CCN2S(C)(=O)=O	2.4	1.9	4.6	0.5%	0.1%	-0.511	-0.14	-0.0899	0.602	-1.6	1135	i	i	15.2	0.3	1310	-11.0	3.1
CCOC(=O)c1ccccc1-c1csc(NS(=O)(=O)c2ccc(Cl)cc2)n1	2.1	1.2	2.7	-4.2%	0.1%	-0.19	-0.205	-0.294	0.348	-0.1	1483	i	i	3.1	-0.48	1299	18.2	5.2
COc1ccc(C(CCNCc2ccc(F)cc2)c2ccc(F)cc2)cc1 (stereo not drawn)	3.7	3.9	4.7	3.7%	-0.8%	-0.553	-0.326	-0.465	0.333	-0.7	858	i	i	-17.6	-0.27	1115	59.2*	37.2*
c1ccc(C2NCCc3ccccc32)cc1 (stereo not drawn)	1.4	1.6	0.9	-10.1%	1.5%	0.862	-0.34	-0.193	0.109	-1.2	1005	i	i	3.6	0.03	1387	-3.3	-15.8
O=C(Nc1ccc(Cl)cn1)c1ccccc1F	17.3	5.1	35.7	-2.8%	2.2%	-1.01	-0.156	-0.316	0.474	3.0	916	i	i	-5.5	1.12	1690	-5.8	0.2
CCN(CC)C(=O)Cn1c(=O)n(-c2ccccc2)c(=O)c2sccc21	2.3	2.1	5.9	-0.6%	-1.0%	2.53	-0.218	0.508	-2.66	-0.3	1091	i	i	-7.5	2.27	1263	-13.9	2.7
